# Screens as filed in PubChem BioAssay.
# Pax4 mRNA alpha TC1: Pax4 mRNA upregulation in alpha cells – RT-PCR, mouse alpha TC1 cells, single point, primary screen (AID 1053180) | activation, % at 10 µM | hit rate 0.2% among 9,600 | mouse alpha TC1 cells, Pax4 mRNA qPCR, 6 days; hits give high values; 100% = Pax4 plasmid added at qPCR;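 active = highest normalized replicate activity of 15 or more, or at least half the replicates reach 15 or more; inactive = neither condition met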;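 note: pax4 Ct normalized to GAPDH with activation seen as lower delta delta Ct; plate controls were plate neutral control wells for no effect and Pax4 plasmid positive control for full effect; each compound tested in two replicate wells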
# YAP1 CTGF inhibition: reduction of CTGF mRNA in DLD1 cells – DLD1 colon cancer cells, RT-qPCR, single point, primary screen (AID 743449). hit rate 0.9% among 9,900. inhibition, % at 12.5 µM. DLD1 CTGF mRNA qPCR, 24 h; hits give high values;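 active = mean normalized replicate activity at least 50 and at least half of replicates each reaching 50; inconclusive = only one of the two criteria met; inactive = neither criterion met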;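 note: 0% = neutral control wells and 100% = dasatinib control wells; higher means stronger suppression of CTGF expression like dasatinib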
# The depositor's hits bear a star; ? = inconclusive; · = not tested or not shown.
SMILES,Pax4 mRNA alpha TC1,YAP1 CTGF inhibition
COCC(=O)N1[C@H](CO)[C@@H](c2ccccc2)C12CN(Cc1cc(F)ccc1F)C2,·,-19
O=C(Nc1cccc(Cl)c1)N1C[C@@H]2[C@H](c3ccccc31)[C@H](CO)N2Cc1cccnc1,0.0,-10
C[C@@H]1CN([C@@H](C)CO)C(=O)Cc2cc(NC(=O)Cn3cnnn3)ccc2O[C@@H]1CN(C)S(=O)(=O)c1ccc(Cl)cc1,0.0,-27
CC(C)C[C@@H]1COCc2cn(nn2)CC[C@H](C)C(=O)N1,0.0,-1
C[C@@H]1CN([C@H](C)CO)C(=O)c2cc(NS(C)(=O)=O)ccc2O[C@@H](C)CCCCO[C@@H]1CN(C)CC1CCCCC1,0.0,-11
CN1CCN(C(=O)C[C@H]2CC[C@H]3[C@@H](COC[C@@H](O)CN3Cc3cccc(-c4ccncc4)c3)O2)CC1,0.0,-30
COCC#Cc1ccc([C@H]2[C@@H](CO)N3C(=O)CN(C(=O)C4CCCCC4)C[C@H]23)cc1,0.0,25
CCCC(=O)N1CC2(CN(C(=O)C3CC3)C2)c2c(n(C)c3cc(OC)ccc23)[C@@H]1CO,0.0,-23
CC(C)NC(=O)N[C@H]1CC[C@H](CC(=O)NCCCN(C)C)O[C@H]1CO,0.0,-19
COc1ccc2c3c(n(C)c2c1)[C@H](CO)N(S(=O)(=O)c1ccc(C)cc1)CC31CN(C(=O)c2ccccn2)C1,0.0,-3
O=C(C1CCCCC1)N1CC2(C1)[C@H](c1ccccc1)[C@H](CO)N2CCC(F)(F)F,·,-20
CO[C@H](CN(C)Cc1nccs1)[C@H](C)CN([C@H](C)CO)S(=O)(=O)c1ccc(F)cc1,0.0,?
O=C1NCCOCc2cn(nn2)CC[C@H]1Cc1ccc(F)cc1,0.0,-24
CC(=O)N1C[C@@H]2N[C@H](C1)C2c1ccc(-c2ccccc2)cc1 (some centres undefined),0.0,-22
CN1C(=O)c2cc(NC(=O)c3ccc(C(F)(F)F)cc3)ccc2OC[C@H]2O[C@H](CC(=O)NCc3ccc4c(c3)OCO4)CC[C@H]21,0.2,14

# In the list so far, these have a Cl atom.
SMILES,Pax4 mRNA alpha TC1,YAP1 CTGF inhibition
O=C(Nc1cccc(Cl)c1)N1C[C@@H]2[C@H](c3ccccc31)[C@H](CO)N2Cc1cccnc1,0.0,-10
C[C@@H]1CN([C@@H](C)CO)C(=O)Cc2cc(NC(=O)Cn3cnnn3)ccc2O[C@@H]1CN(C)S(=O)(=O)c1ccc(Cl)cc1,0.0,-27

# The main list resumes, starting 4 compounds before the break.
SMILES,Pax4 mRNA alpha TC1,YAP1 CTGF inhibition
CO[C@H](CN(C)Cc1nccs1)[C@H](C)CN([C@H](C)CO)S(=O)(=O)c1ccc(F)cc1,0.0,?
O=C1NCCOCc2cn(nn2)CC[C@H]1Cc1ccc(F)cc1,0.0,-24
CC(=O)N1C[C@@H]2N[C@H](C1)C2c1ccc(-c2ccccc2)cc1 (some centres undefined),0.0,-22
CN1C(=O)c2cc(NC(=O)c3ccc(C(F)(F)F)cc3)ccc2OC[C@H]2O[C@H](CC(=O)NCc3ccc4c(c3)OCO4)CC[C@H]21,0.2,14
CC(=O)N1[C@H](CN(CC(C)C)C(=O)c2ccccn2)[C@H](c2ccccc2)[C@@H]1CO,0.0,-8
O=C(O)C[C@@H]1C=C[C@H](NC(=O)Nc2cc(F)ccc2F)[C@H](CO)O1,0.0,-16
C[C@H]1CN([C@@H](C)CO)C(=O)CCCn2nncc2CO[C@@H]1CN(C)S(=O)(=O)c1ccc(Oc2ccccc2)nc1,0.0,-10
C[C@H](CO)N1C[C@H](C)[C@H](CN(C)S(=O)(=O)c2cccc(C#N)c2)OCc2cn(nn2)CCCC1=O,0.0,-13
COc1ccc2c3c([nH]c2c1)[C@@H](CO)NCC31CCN(C(=O)c2ccccc2)CC1,0.0,-16
COc1cccc(S(=O)(=O)N2C[C@H](O)COC[C@H]3O[C@@H](CC(=O)N4CCN(c5ccccc5)CC4)CC[C@@H]32)c1,0.0,18
CCCNC(=O)N(C)C[C@@H]1Oc2cc(C#C[C@@H](C)O)ccc2S(=O)(=O)N([C@H](C)CO)C[C@H]1C,0.0,-3
C[C@H](CO)N1C[C@H](C)[C@@H](CN(C)S(=O)(=O)c2ccccc2F)Oc2ncc(/C=C/c3ccccc3)cc2C1=O,0.0,22
O=C(Cc1ccccn1)N[C@@H]1CC[C@H](CCNS(=O)(=O)c2cccc(F)c2)O[C@@H]1CO,0.0,7
CCNC(=O)c1cc2c(c(-c3cccc(-c4ccccc4F)c3)n1)[C@H](CCO)N(C(=O)CC1CC1)C2,0.1,-98
Cc1ccc(S(=O)(=O)N(C)C[C@H]2OCCCC[C@H](C)Oc3ccc(NC(=O)c4ccncc4)cc3C(=O)N([C@H](C)CO)C[C@@H]2C)cc1,0.0,20
O=C(C[C@H]1CC[C@H]2[C@@H](COC[C@@H](O)CN2Cc2nccs2)O1)NCc1ccccc1Cl,0.0,8
C[C@H](NC(=O)C[C@@H]1C[C@@H]2c3cc(NS(=O)(=O)c4ccc(F)cc4)ccc3O[C@@H]2[C@@H](CO)O1)c1ccccc1,0.0,11
C[C@@H]1CCCCO[C@@H](CN(C)S(=O)(=O)c2ccc(Cl)cc2)[C@H](C)CN([C@H](C)CO)C(=O)c2cc(NC(=O)Nc3ccc(C(F)(F)F)cc3)ccc2O1,0.1,10
Cc1noc(C)c1S(=O)(=O)N(C)C[C@@H]1OCCCC[C@H](C)Oc2ccc(NS(=O)(=O)c3cn(C)cn3)cc2C(=O)N([C@@H](C)CO)C[C@H]1C,0.0,-8
CNC[C@@H]1OCc2cnnn2CCCC(=O)N([C@@H](C)CO)C[C@H]1C,0.0,-40
C[C@@H](O)C#Cc1ccc([C@H]2[C@H]3CN(C(=O)c4ccc5c(c4)OCO5)CCCCN3[C@H]2CO)cc1,0.0,14
C[C@H](CO)N1C[C@H](C)[C@H](CN(C)C(=O)Nc2cccc(C(F)(F)F)c2)OCc2ccccc2-c2ccccc2C1=O,0.1,12
CNC(=O)C[C@H]1CC[C@H]2[C@@H](COc3ccc(NC(=O)Nc4ccc(C#N)cc4)cc3C(=O)N2C)O1,0.0,14
COCC(=O)N1[C@H](CO)[C@H]2c3ccccc3N(C(=O)Nc3ccccc3Cl)C[C@H]21,0.0,2
COc1ccc2c3c([nH]c2c1)[C@@H](CO)N(Cc1nccs1)CC31CCN(Cc2cccnc2)CC1,0.0,-29
O=C(C1CC1)N1CC[C@@H]2[C@H](CO)Nc3ccc(Br)cc3[C@@H]21,0.5,-169
Cc1ccc(CN2CC(=O)N3[C@@H](CO)[C@H](c4ccc(-c5ccccc5F)cc4)[C@@H]3C2)cc1,0.0,-27
COc1cccc(CN2CC3(C2)CN(C(=O)C2CC2)[C@@H](CO)c2[nH]c4cc(OC)ccc4c23)c1,0.0,9
COC(=O)C[C@@H]1CC[C@H]2[C@@H](COc3ccc(NS(=O)(=O)c4ccc(C)cc4)cc3C(=O)N2C)O1,0.0,-9
Cc1ccc(S(=O)(=O)NCC[C@@H]2CC[C@H](NC(=O)c3cccnc3)[C@@H](CO)O2)cc1,0.0,?
Cc1noc(C)c1NC(=O)N[C@H]1C=C[C@@H](CC(=O)Nc2ccc(-c3ccccc3)cc2)O[C@H]1CO,0.0,35
O=C(C[C@@H]1CC[C@H]2[C@@H](COC[C@H](O)CN2Cc2cc(F)cc(F)c2)O1)Nc1nccs1,0.0,21
Cc1cccc(S(=O)(=O)N2C[C@@H]3[C@H](c4ccccc42)[C@@H](CO)N3CC2CCCC2)c1,0.0,-24
C[C@@H]1CN([C@H](C)CO)C(=O)c2cc(-c3ccncc3)cnc2O[C@H]1CN(C)C(=O)CN1CCOCC1,0.0,0
C[C@@H]1CCCCO[C@H](CN(C)S(=O)(=O)c2cn(C)cn2)[C@H](C)CN([C@@H](C)CO)C(=O)c2cc(N(C)C)ccc2O1,0.0,21
CNC[C@@H]1Oc2ccc(NC(=O)NC3CCCCC3)cc2CC(=O)N([C@H](C)CO)C[C@H]1C,0.1,-7
COc1ccc2c3c(n(C)c2c1)[C@H](CO)N(C(=O)CN(C)C)CC31CCN(S(C)(=O)=O)CC1,0.0,0
CN(C[C@@H]1N[C@H](CO)[C@@H]1c1ccc(-c2cccc(F)c2)cc1)C(=O)CC1CC1,0.0,-29
CC(C)C#Cc1ccc([C@H]2[C@@H](CO)N(C(=O)c3cccc(F)c3)[C@H]2C#N)cc1,0.0,-26
COCC(=O)N1C[C@@H]2[C@H](c3ccccc31)[C@H](CO)N2Cc1cc(F)ccc1F,0.0,10
O=C1CNC[C@H]2[C@@H](c3ccc(-c4ccccc4F)cc3)[C@H](CO)N12,0.0,-10
C[C@H](NC(=O)C[C@@H]1C[C@H]2c3cc(NS(=O)(=O)c4ccc(F)cc4)ccc3O[C@H]2[C@@H](CO)O1)c1ccccc1,0.0,-5
COc1cccc(S(=O)(=O)Nc2ccc3c(c2)[C@H]2C[C@H](CC(=O)NC4CCCCC4)O[C@H](CO)[C@H]2O3)c1,0.0,-25
CO[C@@H]1CC[C@@H]2CCOc3c(C#N)cccc3C(=O)N(C)C[C@@H](c3ccccc3)CC(=O)N(C)C[C@@H]1O2,0.0,11
COCCNC(=O)C[C@H]1CC[C@H]2[C@@H](COC[C@H](O)CN2Cc2ccc(Cl)c(Cl)c2)O1,0.1,1
C[C@@H]1CN([C@@H](C)CO)C(=O)c2cc(NC(=O)C3CC3)ccc2O[C@@H]1CN(C)S(=O)(=O)c1ccccc1,0.0,-25
O=C(c1ccccc1F)N1CC(=O)N2[C@H](C1)[C@H](c1ccc(C#Cc3ccccc3)cc1)[C@@H]2CO,0.0,5
CO[C@H]1CN(C)C(=O)c2ccc(NS(=O)(=O)c3c(C)noc3C)cc2OC[C@H](C)NC[C@@H]1C,0.0,-39
CCc1csc(N2[C@H](CO)[C@H](c3ccccc3)[C@@H]2CN(C)C(=O)C2CCC2)n1,0.0,5
O=C(C[C@@H]1CC[C@H](NC(=O)C2CCOCC2)[C@@H](CO)O1)NCC1CCCCC1,0.0,-1
CN(C)C(=O)C[C@H]1C[C@H]2c3cc(NC(=O)Nc4ccc(F)cc4)ccc3O[C@H]2[C@@H](CO)O1,0.0,-24
CCCNC(=O)N1C[C@@H](C)[C@H](OC)CN(C)C(=O)c2ccc(NC(=O)CC)cc2OC[C@@H]1C,0.0,-19
Cc1ccc(S(=O)(=O)N2C[C@H]3[C@@H](c4ccccc42)[C@@H](CO)N3Cc2cccnc2)cc1,0.0,-15
COc1ccc2c3c(n(C)c2c1)[C@@H](CO)N(Cc1cccc(F)c1)CC31CCN(C(=O)Cc2ccccc2)CC1,0.0,-38
COCC(=O)NC[C@H]1[C@H](c2ccccc2)[C@H](CO)N1C(=O)c1ccccc1,0.0,-27
CN1C(=O)c2cc(NC(=O)C3CCOCC3)ccc2OC[C@@H]2O[C@H](CC(=O)NCC3CCCCC3)CC[C@@H]21,0.0,-139
COc1ccc(S(=O)(=O)N(C)C[C@@H]2Oc3c(NC(=O)c4nc5ccccc5s4)cccc3C(=O)N([C@@H](C)CO)C[C@H]2C)cc1,0.5,-206
O=S(=O)(NC[C@@H]1[C@H](c2ccccc2)[C@@H](CO)N1CC1CC1)c1ccccc1,0.0,27
CCCNC(=O)c1cc2c(c(-c3cccc(-c4cc5ccccc5o4)c3)n1)[C@H](CCO)N(C(=O)NC(C)C)C2,0.0,-60
CN1CCN(C(=O)C[C@H]2CC[C@@H]3[C@@H](COc4ccc(NC(=O)C5CCOCC5)cc4C(=O)N3C)O2)CC1,0.0,28
CS(=O)(=O)N1[C@H](C#N)[C@H](c2ccc(-c3ccccc3F)cc2)[C@@H]1CO,0.0,-2
CN1[C@@H]2Cn3c(ccc(-c4ccncc4)c3=O)[C@H]1[C@@H](C(=O)N1CCC(Cc3ccccc3)CC1)[C@@H]2CO,0.0,-11
CCCNC(=O)N1[C@H](CO)[C@H](c2ccccc2C2=CCCCC2)[C@@H]1C#N,0.0,35
CN(C)Cc1cn(CC[C@H]2CC[C@@H](NC(=O)Cc3cccnc3)[C@H](CO)O2)nn1,0.0,-26

# In the list so far, 3 have an NH in an aromatic ring.
SMILES,Pax4 mRNA alpha TC1,YAP1 CTGF inhibition
COc1ccc2c3c([nH]c2c1)[C@@H](CO)NCC31CCN(C(=O)c2ccccc2)CC1,0.0,-16
COc1ccc2c3c([nH]c2c1)[C@@H](CO)N(Cc1nccs1)CC31CCN(Cc2cccnc2)CC1,0.0,-29
COc1cccc(CN2CC3(C2)CN(C(=O)C2CC2)[C@@H](CO)c2[nH]c4cc(OC)ccc4c23)c1,0.0,9

# More entries follow:
SMILES,Pax4 mRNA alpha TC1,YAP1 CTGF inhibition
COCC(=O)N1[C@@H](C#N)[C@@H](c2ccc(C#CCC3CCCC3)cc2)[C@@H]1CO,0.0,10
C[C@H](CO)N1C[C@H](C)[C@@H](CN(C)C(=O)Nc2cccc(Cl)c2Cl)OCc2ccccc2-c2ccccc2C1=O,0.1,2
CO[C@H](CN(C)S(=O)(=O)c1cn(C)cn1)[C@H](C)CN(C(=O)Nc1ccc(C(F)(F)F)cc1)[C@H](C)CO,0.1,-11
COc1ccccc1-c1ccc2c(c1)O[C@H](CN(C)CC1CCOCC1)[C@@H](C)CN([C@H](C)CO)S2(=O)=O,0.0,2
CO[C@H]1CC[C@@H]2CCOc3ccc(C#N)cc3C(=O)N(C)C[C@H](c3ccccc3)CC(=O)N(C)C[C@H]1O2,0.0,5
C[C@H](CO)N1C[C@H](C)[C@H](CN(C)C(=O)Nc2ccc3c(c2)OCO3)Oc2ncc(Br)cc2C1=O,0.1,0

# This is a subset (hit frequency here may not be typical).
